Screening results from PubChem.
PI4K2A block: qHTS for small molecular inhibitors of PI4K2A. 420,000 compounds, 0.13% hits. Phosphatidylinositol 4-kinase type 2-alpha (Homo sapiens), Q9BTU6. purified PI4K2A, ADP-Glo luminescence, 1 h; stronger effect = lower value. AID 1346378, 2018. activity change, negative = inhibition, % at 76.9 µM; in the data active means activity change below about -50%;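 further: -100% = wells without enzyme as full effect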
Target sequence (Q9BTU6 whole entry, looked up): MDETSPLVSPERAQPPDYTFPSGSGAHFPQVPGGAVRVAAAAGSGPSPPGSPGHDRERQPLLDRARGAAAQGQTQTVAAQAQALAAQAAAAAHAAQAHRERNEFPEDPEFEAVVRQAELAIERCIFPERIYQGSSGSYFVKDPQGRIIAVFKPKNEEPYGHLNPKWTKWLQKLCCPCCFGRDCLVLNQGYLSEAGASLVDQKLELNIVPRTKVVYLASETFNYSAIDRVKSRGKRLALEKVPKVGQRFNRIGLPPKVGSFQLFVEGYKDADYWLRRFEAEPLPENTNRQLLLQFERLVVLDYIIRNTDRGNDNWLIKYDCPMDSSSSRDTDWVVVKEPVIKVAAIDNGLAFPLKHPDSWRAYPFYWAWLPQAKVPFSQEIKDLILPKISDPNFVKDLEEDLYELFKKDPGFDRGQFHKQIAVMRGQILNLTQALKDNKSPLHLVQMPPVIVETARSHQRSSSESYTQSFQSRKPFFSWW
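Compounds are screened against recombinant PI4K2A using PI as substrate and ATP, the latter dispensed at 300 microM. Reactions run one hour at ambient temperature before ADP-Glo detection; full inhibition defined by wells lacking enzyme.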
* marks the source's active call; other numbers are inactive results. Only part of the results is shown; count on the stated rates, not on these rows.

PI4K2A block	SMILES
-4	COc1ccc(NC(=O)C(c2ccc(C(F)(F)F)cc2)n2c(=O)c(-c3ccco3)nc3ccccc32)cc1 (stereo not drawn)
2	COc1cc(C=C2CCC/C(=C\c3ccc(O)c(OC)c3)C2=O)ccc1O
-4	O=C(CSc1nc2ccccc2nc1N1CCOCC1)NCc1ccc(Cl)cc1Cl
-3	Clc1cccc(CSc2ncnc3sc4c(c23)CCCC4)c1
-7	CCN(C(=O)COC(=O)c1ccc(Sc2ncn[nH]2)c([N+](=O)[O-])c1)c1ccccc1C
0	COC(=O)[C@]12C[C@H](CC(=O)NCc3cccs3)C(=O)N(Cc3ccco3)C1=C[C@H](C1CCCC1)O[C@@H]2C
-2	Cc1ccc(-c2nc3ncccn3c2NC(=O)c2ccc(F)cc2)cc1
-3	CCOC(=O)CNC(=O)CSc1nnc(-c2ccccc2)n1CC
2	CCOC(=O)[C@]12CCCC=C1N(CCCOC)C(=O)[C@@H]2CC(=O)N1CCCC1
1	CCCCCC[C@@H](CN(CCCC)S(C)(=O)=O)c1ccccc1
-20	CC(C)CN1C(=O)C[C@@]2(C(=O)N(C)c3ccc(NS(=O)(=O)C4CC4)cc32)C1c1ccccc1 (stereo partly drawn)
-2	Cc1ccccc1CS(=O)(=O)Cc1ccc(C(=O)Nc2cccc(Cl)c2F)o1

Going on with the list:
PI4K2A block	SMILES
-5	COC(=O)[C@]12C[C@H](CC(=O)NCCc3ccccc3OC)C(=O)N(Cc3ccc(Cl)cc3Cl)C1=C[C@H](C1CCCC1)O[C@@H]2C
7	COc1ccc(S[C@]2(C(=O)N3CCN(c4ncccn4)CC3)CC(=O)N(c3ccc4ccccc4c3)[C@@H]2c2ccc(OC)cc2)cc1
-2	Cc1cccc(NC(=O)Nc2nc3ncccn3c2-c2ccccc2)c1
-1	CCOC(=O)[C@]12CCCCC/C=C\1N(Cc1ccc(OC)cc1)C(=O)[C@H]2CC(=O)NCCC(C)C
-3	Cc1ccc(S(=O)(=O)C[C@@H]2OC[C@H](C(C)C)N2S(=O)(=O)c2ccc(C)cc2)cc1
-3	CCCCCN1CCCCC(NC(=O)C2CCCCC2)C1=O (stereo not drawn)
0	NC(=NCc1ccccc1)NC(=O)OCc1ccccc1
-1	CCCCNC(=O)C[C@@H]1C(=O)N(CCc2ccc(Cl)cc2)/C2=C/CCCCC[C@@]21C(=O)OCC
3	COC(=O)C(C(=O)OC)c1ccccc1NS(=O)(=O)c1ccc(C)cc1
-1	CCc1cccc2c(CCO)c[nH]c12
5	Cc1ccccc1S(=O)(=O)N1C(c2ccc(Cl)cc2)CC=C(C(=O)O)C1c1cccc(Cl)c1 (stereo not drawn)
-1	Cc1cc2c(cc1C)-n1nnnc1C(N1CCN(CC(=O)N3CCCC3)CC1)C(=O)N2 (stereo not drawn)

Next part
PI4K2A block	SMILES
4	OCCN1CCCC12CCC(c1ccccc1)CC2 (stereo not drawn)
-5	CCc1ccc(CNCC(=O)N2CCC3(CC2)OCCO3)s1
-1	CC1CCC2(CCC(=O)N2CCCOC(=O)c2ccccc2)CC1 (stereo not drawn)
1	CCC(NC(=O)c1ccc2c(c1)c(C)c(C)n2Cc1ccc(-c2ccccc2C#N)cc1)c1ccccc1 (stereo not drawn)
1	COc1ccc2c(c1)CCCN2C(=O)C1CCCN(S(=O)(=O)c2ccc(C)c(C)c2)C1 (stereo not drawn)
3	O=C(CSc1nnc(-c2cnccn2)n1-c1ccccc1)Nc1ccc2cn[nH]c2c1
2	CC(C)(N[C@@H](Cc1c[nH]c2ccccc12)C(=O)NCCc1c[nH]c2ccccc12)C(=O)NC1CCCCC1
-3	Cc1cccc(S(=O)(=O)N2C[C@@H](O)COC[C@@H]3O[C@H](CC(=O)NCCCN4CCOCC4)CC[C@H]32)c1
-2	COc1ccc(-n2c(SCC(=O)Nc3ccc(S(=O)(=O)Nc4cc(C)nc(C)n4)cc3)nnc2-c2ccco2)cc1
1	O=C(NCC[C@H]1CC[C@H](NS(=O)(=O)c2ccc(F)cc2)[C@@H](CO)O1)c1ccc2c(c1)OCO2
-5	O=C(OC12CCCN(C1)/C(=C/c1ccc(Cl)cc1)C2)C1CCCC1 (stereo not drawn)
-3	COc1ccc(Cn2cc(CN3[C@@H](CC(C)C)COc4cc(Br)ccc4S3(=O)=O)nn2)cc1

(listing goes on)
PI4K2A block	SMILES
-2	CC1CCCCC1C(=O)N1CCC(Oc2cccnc2)CC1 (stereo not drawn)
-7	COc1cc(-n2c(C)nc3cc(C(=O)N4CCCN(C(C)=O)CC4)ccc32)cc(OC)c1OC
-1	CN1C2=N[C@@H](c3ccccc3)CC(=O)N2/C(=C\c2ccccc2)[C@H]1c1ccccc1
1	Cc1nn(CCC(=O)NNC(=O)NCc2ccccc2)c(C)c1[N+](=O)[O-]
-12	O=S1(=O)CC(N2CCCC2)CN1 (stereo not drawn)
-2	Cn1c(COc2ccccc2)nnc1SCC(=O)Nc1ccc(S(=O)(=O)Nc2nccs2)cc1
-5	C=CCN1C(=O)[C@H](CC(=O)NCC23CC4CC(CC(C4)C2)C3)[C@@]2(C(=O)OCC)CCCC=C12
3	CC1CCC2(CCC(=O)N2CCCOC(=O)Nc2cccc(C(F)(F)F)c2)CC1 (stereo not drawn)
4	Cn1c(SCC(=O)Nc2ccccc2-c2ccccc2)nnc1-c1ccccc1
4	CCOC(=O)N1C(=O)C[C@](Sc2ccc(OC)cc2)(C(=O)N(C)C)[C@H]1c1ccc(OC)cc1
-2	COc1ccc(C(=O)N(C)[C@H]2C[C@H]3c4[nH]c5cccc(-c6ccccc6)c5c4CCN3C[C@H]2[C@H](C)O)cc1
-4	Cc1noc(C)c1NC(=O)Nc1ccc2c(c1)C(=O)N([C@@H](C)CO)C[C@@H](C)[C@H](CN(C)S(=O)(=O)c1ccc(F)cc1)OCCCC[C@H](C)O2

Next part
PI4K2A block	SMILES
-2	COC(=O)[C@]12C[C@H](CC(=O)NCCCN3CCCC3=O)C(=O)N(Cc3ccc(Cl)cc3Cl)C1=C[C@H](C(C)(C)C)O[C@@H]2C
-1	CO[C@H]1CN(C)C(=O)c2ccc(NC(=O)C3CCC3)cc2OC[C@H](C)N(Cc2ccc(F)cc2)C[C@@H]1C
-1	Nc1sc2c(c1C(=O)NCCc1ccccc1)CCCC2
-5	COc1cccc(C(=O)n2ccc3ccc(-c4ccc5ccn(Cc6ccc(C#N)cc6)c5c4)cc32)c1
-5	CC(C)CCN1C(=O)COc2ccccc2C1c1nnnn1-c1ccc2c(c1)OCCO2 (stereo not drawn)
-1	Cc1ccc(CN2C(=O)CSCC2(C)C(=O)Nc2c(C)cccc2C)cc1 (stereo not drawn)
-3	C[C@H]1[C@@H](OC(=O)NCc2cccc(Cl)c2)CC[C@@]23CCCN2C(=O)CCC[C@@H]13
-4	CC1(C)S[C@@H]2[C@H](N=CN3CCCCCC3)C(=O)N2[C@H]1C(=O)O
1	CCCCNC(=O)C[C@H]1C[C@@]2(C(=O)OC)C(=C[C@H](C3CCCC3)O[C@@H]2C)N(Cc2ccc(Cl)cc2Cl)C1=O
0	CC(=O)Nc1c(-c2ccc(C)cc2)nc2ncccn12
-4	CCCCNC(=O)c1nc(-c2cnccn2)oc1-c1ccc(Cl)cc1
-4	CC(C)CNS(=O)(=O)CC1NCCc2ccccc21 (stereo not drawn)

Carrying on.
PI4K2A block	SMILES
-5	Cc1cc(NC(=O)COc2cc(F)cc(F)c2)n(-c2ccccc2)n1
-4	COC(=O)[C@@]12C[C@@H](CC(=O)NCCc3ccccc3OC)C(=O)N(Cc3ccco3)C1=CCC(C)(C)C2
-3	COC1=C[C@H](C(=O)NCc2ccccc2)[C@H](C)[C@@H](c2ccccc2)CC1=O
-1	Cc1cnc(-c2nc3ccccc3n2C(C(=O)Nc2c(C)cccc2C)C2CC2)cn1 (stereo not drawn)
3	N#CCCCc1cn(-c2cccc(-c3noc4c3C(=O)N(CC(=O)N3CCOCC3)CC4)c2)nn1
-2	COC1=C[C@H](C(=O)NCc2ccc(Br)cc2)C(C)C(c2ccccc2)CC1=O (stereo partly drawn)
1	CCCCCCCCN1C(=O)[C@H](CC(=O)NCC2CCCCC2)C[C@@]2(C(=O)OC)CC(C)(C)CC=C12
0	CC(C)NC(=O)c1ccc(C=O)cc1
3	CCN(CC)C(=O)CN1C(=O)C2CCCCN2C(=O)c2ccccc21 (stereo not drawn)
-3	COc1ccc(CN2C(=O)CN(S(C)(=O)=O)CC2(C)C(=O)Nc2c(C)cccc2C)cc1OC (stereo not drawn)
-1	COC(=O)C[C@@H]1CC[C@@H]2[C@@H](COc3ccc(NC(=O)Nc4ccccc4)cc3C(=O)N2C)O1
1	c1cc2ccn(CC3CC3)c2cc1-c1ccc2ccn(CC3CC3)c2c1

Next records:
PI4K2A block	SMILES
3	O=[N+]([O-])c1ccc(Cn2ccc3ccc(-c4ccc5ccn(Cc6ccccc6)c5c4)cc32)cc1
-3	C[C@H]1COc2cc(N3CCSCC3)ccc2S(=O)(=O)N1C
-4	Cn1cc(C2(c3c[nH]c4ccccc34)CCN(C(=O)OC(C)(C)C)CC2)c2ccccc21
5	O=C(c1ccccc1)n1ccc2ccc(-c3ccc4ccn(Cc5ccccc5)c4c3)cc21
-1	O=C(CNCc1ccccc1[N+](=O)[O-])N1CCC2(CC1)OCCO2
4	CC(Cl)C(=O)N1CCC(C(=O)NCC2COc3ccccc3O2)CC1 (stereo not drawn)
-11	COC(=O)[C@@H]1N=C(c2ccc(OC)cc2)O[C@]12C(=O)N(Cc1cn(-c3ccccc3)nn1)c1cccc(Cl)c12
2	COC(=O)C[C@H]1CC[C@H]2[C@H](COc3ccc(NC(=O)C4CCOCC4)cc3C(=O)N2C)O1
-1	COC(=O)[C@@]12CCCCC3=C1N(CCC3)C(=O)[C@H]2CC(=O)NCc1cccc2ccccc12
0	CCOc1ccccc1NC(=O)c1cc2c(C)nn(-c3ccccc3)c2s1
0	CCOc1ccc(-n2c(SCC(=O)Nc3ccccc3-c3ccccc3)nnc2-c2cccs2)cc1
-3	CCCC1CCC2(CC1)CCC2OC(=S)NCc1cccc(OC)c1 (stereo not drawn)
-8	CC(C)(C)NC(=O)C(c1ccccc1F)n1c(=O)c(-c2ccco2)nc2ccccc21 (stereo not drawn)
-5	CCCCCCCCN1C(=O)[C@H](CC(=O)N2CCC(c3ccccc3)CC2)C[C@@]2(C(=O)OC)CC(C)(C)CC=C12
-3	COC(=O)c1cc(S(=O)(=O)N2CCN(C(C)=O)CC2)cn1C
